Source: PubChem BioAssay (National Center for Advancing Translational Sciences (NCATS))
KB-3-1 tox – qHTS assay for MDR1-selective chemotherapeutics: Primary screen using the parental adenocarcinoma cell KB-3-1. KB-3-1 viability, CellTiter-Glo ATP luminescence, 72 h. 400,000 tested, 1.4% active. Potency, µM (top dose mostly 46.1 µM), for the others: at the highest dose activity change, negative = cytotoxic, actives largely listed as cytotoxic; also: potency is read from the fitted curve at half-maximal effect; % is scaled to controls: 0 for no effect and ±100 for the full control effect; nearly all actives have a fitted effect of over 60% in size
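Cytotoxicity measured as CellTiter-Glo luminescence after 72 h at 37 C. Compound titrations were pinned onto drug-naive KB-3-1 parental adenocarcinoma cells grown in DMEM with 10% FBS, and normalized data fitted to concentration-response curves.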
HEK293 tox – qHTS of GLP-1 Receptor Inverse Agonists: Cytotox Screen; HEK293 cAMP-luciferase reporter cells, luminescence, 24 h; Potency, µM (titrated, usually from 38.3 µM), for inactives: at the highest dose activity change, negative = inhibition, hits mostly inhibitors; 410,000 tested, 0.13% active; AID 624418, 2012;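 also: loss of luciferase light is scored as toxicity; potency is read from the fitted curve at half-maximal effect; % is scaled to controls: 0 for no effect and ±100 for the full control effect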
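To flag toxic compounds, the library was rerun on cells for 24 hr at 37 deg C and 5% CO2. Viability-linked luminescence was captured 12 min after adding luciferase detection reagent.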
SW480 rerep – A quantitative high throughput screen for small molecules that induce DNA re-replication in SW480 colon adenocarcinoma cells | SW480 DNA re-replication, Hoechst DNA content imaging, 48 h | 340,000 tested, 1.8% active | Potency, µM (series often up to 46.1 µM), for the others: at the highest dose re-replication activation, hits mostly activators; also: potency is read from the fitted curve at half-maximal effect; % of control where 0% means no effect; nearly all actives have a fitted effect of over 55% in size
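250 cells/well; 23 nL cpd via pin tool; 48 hr, 37 C, 5% CO2; Hoechst 40 min; imager read of total nuclear intensity, ex 405/em 500-530 nm.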
HT1080 IDH1KD tx – qHTS for induction of synthetic lethality in tumor cells producing 2HG: qHTS for the HT-1080-IDH1KD cell line | HT-1080 IDH1 knockdown viability, ATP luminescence, 48 h | Potency, µM (doses to about 46.1 µM), inactives show at the top dose activity, negative = toxicity, usual class: cytotoxic | 360,000 tested, 2% active | AID 686971, 2013;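 also: potency is read from the fitted curve at half-maximal effect; 0% = DMSO wells and -100% = cell-free medium wells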
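After a 2 h attachment period, IDH1KD HT-1080 cells took pin-transferred compound for 48 h at 37 °C; ATP-based luminescence after 10 min room-temperature reagent incubation reported viability.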
KB-V1 MDR tox – qHTS assay for MDR1-selective chemotherapeutics: Primary screen using the drug-selected MDR subline cells KB-V1. Potency, µM (top dose mostly 46.1 µM), for the others: top-dose activity change, negative = cytotoxicity, usual class: cytotoxic. 400,000 tested, 3.4% active. KB-V1 MDR cells viability, CellTiter-Glo, 72 h. AID 1347076, 2019; also: potency is read from the fitted curve at half-maximal effect; % is scaled to controls: 0 for no effect and ±100 for the full control effect; nearly all actives have a fitted effect of over 60% in size
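qHTS viability screen in drug-selected KB-V1 MDR cells: 72 h compound treatment at 37 degrees C, ATP luminescence end point.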
D3 ag – qHTS of D3 Dopamine Receptor Agonist: qHTS. D(3) dopamine receptor (Homo sapiens), P35462. D3R DiscoveRx beta-arrestin cells, luminescence, 90 min. max activation, %. 410,000 tested, 0.58% active. AID 652048, 2013; in the data active = max activation above about 30%; also: 0% is about no effect; mostly tested at two doses, the higher about 12 µM
Target sequence (P35462 whole entry, looked up): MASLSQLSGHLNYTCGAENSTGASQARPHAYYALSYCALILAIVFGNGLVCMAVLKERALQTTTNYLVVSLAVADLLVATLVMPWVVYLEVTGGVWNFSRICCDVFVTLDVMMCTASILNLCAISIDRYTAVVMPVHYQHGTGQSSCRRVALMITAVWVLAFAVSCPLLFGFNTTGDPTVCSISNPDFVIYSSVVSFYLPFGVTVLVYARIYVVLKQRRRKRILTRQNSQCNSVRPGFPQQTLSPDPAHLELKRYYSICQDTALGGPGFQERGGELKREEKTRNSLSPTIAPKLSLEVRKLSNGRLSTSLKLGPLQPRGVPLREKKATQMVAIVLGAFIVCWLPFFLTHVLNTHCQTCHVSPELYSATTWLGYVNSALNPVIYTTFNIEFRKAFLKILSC
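Agonist-mode cell screen: cells plated at 1500/well and incubated overnight at 37 °C, then exposed to library compounds for 90 min at 37 °C. Detection reagent was added for 30–60 min at room temperature, and luminescence was read.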
HT1080-NT tox – qHTS for induction of synthetic lethality in tumor cells producing 2HG: qHTS for the HT-1080-NT fibrosarcoma cell line; HT-1080-NT fibrosarcoma viability, CellTiter-Glo ATP luminescence, 48 h; Potency, µM (top dose mostly 46.1 µM), for inactives: top-dose activity, negative = less viability, most hits filed as cytotoxic; 360,000 tested, 1.6% active; AID 686970, 2013;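 also: NT is the 2HG producing partner of a matched IDH1 knockdown line; potency is read from the fitted curve at half-maximal effect; 0% = DMSO-treated cells and -100% = media-only wells without cells; nearly all actives have a fitted effect of over 55% in size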
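A 48-hour cytotoxicity screen used HT-1080-NT cells plated 2 hours before compound delivery. ATP-based CellTiter-Glo luminescence measured viability, normalized to DMSO and no-cell controls.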
IL1B secr inh – qHTS for Inhibitors of Inflammasome Signaling: IL-1-beta AlphaLISA Primary Screen; THP-1 LPS/ATP IL-1B secretion, AlphaLISA, 16 h; stronger effect = lower value; activity change, % at 57.5 µM; 360,000 tested, 4.7% active; AID 743279, 2014; in the data active = activity change below about -50%; inconclusive = mostly about -30% to -49%; also: % is scaled to controls: 0 for no effect and ±100 for the full control effect
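THP-1 cells pretreated 1 hr with compounds (up to 57.5 uM final), then stimulated with LPS (250 ng/mL final) plus ATP (1.25 mM final); secreted IL-1B measured by AlphaLISA after 16 hr, decreased signal indicating inhibition.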
MCF10A rerep – A quantitative high throughput screen for small molecules that induce DNA re-replication in MCF 10a normal breast cells | MCF 10A DNA re-replication, Hoechst nuclear intensity, 48 h | Potency, µM (series often up to 46.1 µM), for the others: at the top dose activity, positive = re-replication, most hits filed as activators | 350,000 tested, 2.9% active; also: potency is read from the fitted curve at half-maximal effect; % of control where 0% means no effect; nearly all actives have a fitted effect of over 50% in size
* = called active by the depositor; i = inactive; ? = inconclusive; / = not tested or not shown; & = joins results of further samples; [ ] = remark or other dose. Unless noted, calls follow the shape of the dose curve; as a rule, active = well fitted curve in the direction sought with a large enough effect; inconclusive = small, poorly fitted or top-dose-only effect, or another doubt; inactive = no such curve, though single readings can be large; an effect the other way counts as inactive or inconclusive.

SMILES	KB-3-1 tox	HEK293 tox	SW480 rerep	HT1080 IDH1KD tx	KB-V1 MDR tox	D3 ag	HT1080-NT tox	IL1B secr inh	MCF10A rerep
O=C1ON=C(c2ccc(Cl)c([N+](=O)[O-])c2)/C1=C/c1cccc([N+](=O)[O-])c1O	2%	-5%	-6%	8%	11%	7	13%	-7	18%
CCCCN(C)CCNC(=O)Cn1ncc2c3ccccc3n(CCC)c2c1=O	-11%	?	/	/	-11%	-19	/	/	/
Cc1ccc2c(c1)/C(=C/c1ccco1)C(=O)N2	13%	-8%	-10%	-17%	0%	1	-19%	-20	3%
Cc1ccc(C(=O)NCC(c2cccs2)S(=O)(=O)c2cccs2)cc1C (stereo not drawn)	?	0%	/	/	-15%	6	/	/	/
COc1ccc(CCNc2ncnc3c2c(C)c(C)n3CCO)cc1OC	-24%	0%	?	1%	-3%	22	6%	-1	-1%
CCC(CC)C(=O)N1CC(=O)Nc2ccc(F)cc2C1c1ccc(F)cc1 (stereo not drawn)	?	-7%	13%	-13%	-28%	-5	-23%	4	7%
Oc1ccccc1Nc1nc(-c2ccccc2O)nc2ccccc12	-9%	-9%	-2%	-17%	2%	-2	-13%	29	4%
O=C(NC12CC3CC(CC(C3)C1)C2)c1cccc(OC(F)F)c1	2%	6%	1%	-26%	5%	10	-22%	?	-6%
Cc1ccc(NC(=O)c2sc3nc(-c4ccc(F)cc4)ccc3c2N)cc1F	-1%	122%[activator]	/	/	8%	-3	/	/	/
CCCN(CCC)C(=O)Cn1c(=O)n(-c2cccc(C(F)(F)F)c2)c(=O)c2c(C)c(C)sc21	-2%	1%	/	/	-19%	-4	/	/	/
COc1ccccc1NS(=O)(=O)c1cc(-c2cc(C)no2)ccc1OC	-22%	-8%	-27%	-28%	-17%	10	-15%	31	15%
CCc1ccccc1NC(=O)Cn1cc2c(n1)CCC(C)C2 (stereo not drawn)	-2%	28%	/	/	-5%	0	/	/	/
O=C(COC(=O)c1ccccc1OCc1ccc(Cl)cc1)NCC1CCCO1 (stereo not drawn)	-1%	-1%	3%	5%	?	-1	5%	-24	?
CCN(CC)S(=O)(=O)c1ccc(OC)c(NC(=O)c2cccc(C)c2[N+](=O)[O-])c1	-19%	10%	19%	0%	9%	2	-8%	?	23%
COc1ccc(CCNC(=O)CN(c2cc(C)cc(C)c2)S(=O)(=O)c2c(C)noc2C)cc1OC	3%	-16%	-2%	18%	0%	-10	11%	-4	0%

Compounds above with fluorine, in the order listed:
SMILES	KB-3-1 tox	HEK293 tox	SW480 rerep	HT1080 IDH1KD tx	KB-V1 MDR tox	D3 ag	HT1080-NT tox	IL1B secr inh	MCF10A rerep
CCC(CC)C(=O)N1CC(=O)Nc2ccc(F)cc2C1c1ccc(F)cc1 (stereo not drawn)	?	-7%	13%	-13%	-28%	-5	-23%	4	7%
O=C(NC12CC3CC(CC(C3)C1)C2)c1cccc(OC(F)F)c1	2%	6%	1%	-26%	5%	10	-22%	?	-6%
Cc1ccc(NC(=O)c2sc3nc(-c4ccc(F)cc4)ccc3c2N)cc1F	-1%	122%[activator]	/	/	8%	-3	/	/	/
CCCN(CCC)C(=O)Cn1c(=O)n(-c2cccc(C(F)(F)F)c2)c(=O)c2c(C)c(C)sc21	-2%	1%	/	/	-19%	-4	/	/	/

Next part:
SMILES	KB-3-1 tox	HEK293 tox	SW480 rerep	HT1080 IDH1KD tx	KB-V1 MDR tox	D3 ag	HT1080-NT tox	IL1B secr inh	MCF10A rerep
CC(C)c1ccc(NC(=O)[C@H]2O[C@@H]3OC(C)(C)O[C@@H]3[C@H]3OC(C)(C)O[C@H]32)cc1	7%	13%	/	/	?	-6	/	/	/
Cc1ccc(C)c(/C(O)=C2/C(=O)C(=O)N(CCN3CCOCC3)C2c2ccc(C)o2)c1 (stereo not drawn)	6%	-2%	2%[9.22 µM]	3%	12%	0	1%	15	9%
Cc1ccc(CNS(=O)(=O)c2c(C)nc3sc(C)cn3c2=O)cc1	3%	10%	/	/	13%	1	/	/	/
CC(C)c1ccc(S(=O)(=O)N2CCN(CCC(=O)Nc3ccc(N(C)C)cc3)CC2)cc1	9%	-8%	-2%	2%	2%	4	-6%	-15	-1%
C[C@@H]1CN([C@H](C)CO)C(=O)c2cc(Br)cnc2O[C@H]1CN(C)C(=O)Nc1ccccc1F	20%	2%	/	12%	-8%	0	7%	5	/
CCOC(=O)c1c(C)[nH]c(C=Nc2ccc(OC)cc2)c1O	23%	?	-9%	-1%[9.24 µM]	-22%	-10	0%	-10	0%
Cc1c(NC(=O)C(C)OC(=O)c2cc(Cl)ccc2O)c(=O)n(-c2ccccc2)n1C (stereo not drawn)	-12%	-12%	-3%	3%	3%	2	-1%	11	6%
O=C1CC(c2cccc([N+](=O)[O-])c2)c2c(ccc3ccccc23)N1 (stereo not drawn)	?	-25%	?	12µM*	5.8µM*	0	?	-21	?
O=c1c(-c2ccnn2-c2ccc(F)cc2)cnc2n1CCS2	1%	-2%	1%[9.22 µM]	0%	8%	-1	0%	-6	-10%
CCn1cc(CN2CCCC(CNS(=O)(=O)c3ccc(OC)cc3)C2)cn1 (stereo not drawn)	1%	-2%	-3%	-11%	-2%	-6	0%	i	14%
O=C(NC1CCN(Cc2ccccc2)CC1)c1cc(-c2ccccn2)nc2ccccc12	-8%	3%	-3%	-8%	0%	-2	-14%	-14	-4%
COc1ccc(NC(=O)CCN2C(=O)NC3(CCCC3)C2=O)cc1Cl	1%	3%	8%	6%	2%	1	-2%[9.24 µM]	-7	4%
COc1ccccc1NS(=O)(=O)c1ccc2oc(=O)ccc2c1	5%	-1%	?	-6%	3%	3	-3%	13	3%
CCCC(=O)NCCc1nc2ccccc2n1CC(=O)c1ccccc1	23%	5%[1.53 µM]	-1%	-5%	-28%	-2	2%	5	0%
N[C@@H](CO)c1nnc([C@H](CCC(=O)O)NC(=O)C2CCNCC2)o1	1%	8%	0%	0%	?	5	-25%	11	2%
O=C(NCCc1ccccc1)C(c1cccs1)N(C(=O)CCl)c1ccc(Cl)cc1 (stereo not drawn)	?	?	10µM*	1.6µM*	?	-10	3.7µM*	-98*	12µM*
CC1CCCCN1S(=O)(=O)c1ccc(S(=O)(=O)N2CCN(c3ccc(F)cc3)CC2)cc1 (stereo not drawn)	-3%	4%	-2%	-2%	-23%	1	5%	29	-3%
Cc1ccc(-c2nnc(SCC(=O)NC3CC3)n2N)cc1	-17%	2%	0%	-1%	-1%	2	8%	1	2%
Cc1ccc(NC(=O)C(=O)NCC2CCCN2S(=O)(=O)c2cccs2)cc1 (stereo not drawn)	7%	-6%	2%	-1%	?	3	2%	-13	25%
Cc1ccc(NC(=O)c2cc(N3C(=O)C=CC3=O)ccc2N2CCOCC2)cc1Cl	0%	6%	?	16µM*	2%	2	-3%	-57*	16µM*
COc1ccc(NC(=S)Nc2ccc(C)c(Cl)c2)cc1OC	-2%	-13%	2%	12%	2%	-6	-10%	-11	?
Cc1cc(C)n(C(=O)c2ccc(C)o2)n1	7%	3%	-6%	15%	?	0	?	7	-1%
COc1ccccc1CNC(=O)c1oc2ccccc2c1C	-3%	8%	12%	3%	-3%	1	11%	-13	2%
COc1ccc(Nc2ncnc3ccc(Br)cc23)c(OC)c1	8%	-6%	-18%	-2%	1%	-4	3%	-22	1%
O=C(O)c1cc(-c2ccccc2Cl)n(-c2cccc(Cl)c2)n1	-3%	-4%	1%	-2%	26%	-3	-7%	15	-1%
CCN(CC)S(=O)(=O)c1cc(NC(=O)CCNC(=O)c2ccccc2Cl)ccc1C	10%	-7%	2%	7%	-3%	8	11%	12	6%
O=C(c1cccc(NS(=O)(=O)c2ccc(F)cc2)c1)N1CCN(c2ccccc2)CC1	-17%	-3%	?	-4%	-9%	-1	-13%	9	-25%
Cc1c(C)n2c(SCC(=O)N3CCCCCC3)nnc2[nH]c1=O	1%	-8%	-25%	10%	1%	-2	12%	-4	3%
O=C(NCCN1CCCC(O)C1)c1cc(COc2ccc(F)cc2Cl)on1 (stereo not drawn)	5%	-1%	-13%	-13%	-10%	12	-12%	-12	15%
CSc1nc2sc3c(c2c(=O)n1C)CCC(C)C3 (stereo not drawn)	4%	-3%	0%	-2%	8%	10	5%	25	-1%
CC1(C)CC(O)C(C(O)c2cccc([N+](=O)[O-])c2)C(C)(C)N1 (stereo not drawn)	17%	2%	-1%	15%	0%	-2	15%	-4	-12%
COc1ccc(Cn2c(C)nnc2-c2cnn(C)c2N)cc1OC	-3%	2%	-7%	0%	-11%	-4	2%	-10	9%
CCOc1cc(/C=N/NC(=O)c2cc(C3CC3)[nH]n2)ccc1O	-4%	0%	0%	-20%	1%	-15	-21%	-7	2%
Cc1nnc(SCC(=O)NC2CCCCC2)n1-c1ccccc1	0%	1%	/	12%	-5%	3	-1%	21	/
COc1cccc(CN2CCC2(C)C(=O)Nc2ccc(Cl)c(Cl)c2)c1F (stereo not drawn)	0%	4%	/	?	-3%	13	-22%	-3	/
Cc1cccc(OCCCOc2cccc3cccnc23)c1C	?	65%[activator]	?	?	-25%	5	?	-7	23µM*
O=c1cc(-c2ccccc2)c2ccc3c(c2o1)CN(Cc1ccccc1)CO3	5%	100%[activator]	/	/	-14%	-19	/	/	/
CCCN1CCC(=O)N([C@H](CO)CC(C)C)CC1	0%&2%	-2%	?	0%	19%&3%	13	7%	-1	?
O=C(NC1CCN(Cc2ccccc2)CC1)C1COc2ccccc2O1 (stereo not drawn)	22%	-14%	2%[9.22 µM]	1%	4%	1	2%	-6	19%
